Assay outcomes (PubChem)
MrgX1 ag: agonists of human MrgX1 receptor, primary screen, HEK293 cells, Fluo-4 calcium flux; Mas-related G-protein coupled receptor member X1 (Homo sapiens), Q96LB2; Fluo-4 calcium fluorescence, agonist mode; hits give high values; B-score at 10 µM; 310,000 tested, 0.44% active;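 active = calcium response B-score plate-corrected fluorescence ratio at least 3 library SD, with starting fluorescence B-score inside 5 SD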
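Material: HEK293 cells stably expressing human MrgX1 receptor | Quantity: 15,000 cells per well | Times: Cells plated overnight, dye loaded 0.5 h 37 °C, 0.5 h room temperature | Measured by: Kinetic Fluo-4 NW fluorescence of intracellular calcium | Control set: Positive and negative controls per plate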
MrgX1 antag: antagonists of human MrgX1 receptor, primary screen, HEK293 cells, Fluo-4 calcium flux. BAM8-22 antagonism; hits give low values. B-score at 10 µM. 310,000 tested, 1.3% active. AID 588676, 2011;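 active = calcium-response B-score plate-corrected more than 3 library SD below zero, starting fluorescence within 5 deviations, no agonist response on first addition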;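 also: peak minus trough fluorescence over baseline after final BAM8-22 challenge near maximal dose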
TRPC4 act: activators of mouse TRPC4 channel, primary screen, Fluo4 calcium, HEK293 TRPC4beta/mu-opioid cells; B-score at 10 µM; Fluo4 calcium fluorescence; hits give high values; 310,000 tested, 0.49% active;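 active = B-score above 5 SD of library B-scores, and initial fluorescence ratio not above library mean plus 5 SD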;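 also: positive B-score marks a calcium rise read as TRPC4 activation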
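Incubation: 45 min room-temperature Fluo4 loading, 110 s read / System: HEK293 cells stably co-expressing mouse TRPC4beta and mu-opioid receptor / Signal: Fluo4 fluorescence, kinetic / Control set: buffer (low) and maximal DAMGO (high) / Measure: integrated baseline-normalised fluorescence ratio, converted to per-well B score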
TRPC4 inh: inhibitors of mouse TRPC4 channel, primary screen, Fluo4 calcium, HEK293 TRPC4beta/mu-opioid cells | AID 2247, 2010 | B-score at 10 µM | Short transient receptor potential channel 4 (Mus musculus), Q9QUQ5 | 300,000 tested, 0.39% active | DAMGO-evoked Fluo4 calcium flux; hits give low values;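 active = B-score over 3 SD under the library average, no early fluorescence shift, positive overall ratio signal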
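test system = HEK293 cells with stable TRPC4beta plus mu-opioid receptor expression | detection = Fluo4 Ca2+ flux fluorescence | read-out = integrated fluorescence ratio relative to baseline, converted to per-well B score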
TMEM16A act: TMEM16A chloride channel activators or potentiators, primary screen, cell-based, HTS | AID 623877, 2012 | Anoctamin-1 (Mus musculus), Q8BHY3 | HEK293 TMEM16A/YFP-H148Q/I152L, iodide quench fluorescence; hits give low values | 340,000 tested, 0.3% active | B-score at 10 µM;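 active = fluorescence-ratio B-score plate-corrected deviation score at least 3 library SD below zero, with starting fluorescence score within 5 deviations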;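 also: channel opened by trigger with iodide after compound preincubation; score built on the fluorescence ratio of max minus min over baseline; more negative score means more quench and so TMEM16A activation or potentiation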
Target sequence (Q8BHY3 whole entry, looked up): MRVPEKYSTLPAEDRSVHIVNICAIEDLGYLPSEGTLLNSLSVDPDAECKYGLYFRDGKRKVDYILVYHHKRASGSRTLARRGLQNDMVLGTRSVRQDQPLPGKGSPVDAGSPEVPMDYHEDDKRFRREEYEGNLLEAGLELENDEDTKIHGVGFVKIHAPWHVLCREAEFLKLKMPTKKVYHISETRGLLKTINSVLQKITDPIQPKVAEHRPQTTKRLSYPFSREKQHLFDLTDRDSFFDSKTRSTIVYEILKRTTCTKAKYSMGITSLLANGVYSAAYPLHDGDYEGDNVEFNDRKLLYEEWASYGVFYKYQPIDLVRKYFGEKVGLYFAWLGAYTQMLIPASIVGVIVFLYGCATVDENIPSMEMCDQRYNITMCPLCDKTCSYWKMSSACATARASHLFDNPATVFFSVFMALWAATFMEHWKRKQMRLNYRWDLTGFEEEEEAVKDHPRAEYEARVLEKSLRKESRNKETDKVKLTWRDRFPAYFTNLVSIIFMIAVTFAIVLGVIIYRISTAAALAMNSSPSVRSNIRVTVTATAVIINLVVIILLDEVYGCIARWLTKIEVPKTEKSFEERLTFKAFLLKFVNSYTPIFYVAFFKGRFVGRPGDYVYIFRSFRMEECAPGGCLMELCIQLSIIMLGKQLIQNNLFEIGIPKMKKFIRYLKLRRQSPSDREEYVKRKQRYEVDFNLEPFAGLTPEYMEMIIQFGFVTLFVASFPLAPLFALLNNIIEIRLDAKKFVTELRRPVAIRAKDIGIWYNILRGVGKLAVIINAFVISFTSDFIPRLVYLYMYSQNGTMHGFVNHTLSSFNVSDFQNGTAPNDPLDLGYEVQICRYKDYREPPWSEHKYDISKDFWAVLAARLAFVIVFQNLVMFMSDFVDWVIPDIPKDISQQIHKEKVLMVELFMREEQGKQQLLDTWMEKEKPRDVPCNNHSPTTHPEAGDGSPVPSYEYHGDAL
MrgX1 PAM: positive allosteric modulators of MrgX1, primary screen, HEK293 cells, Fluo-4 calcium flux; FDSS; hits give high values; B-score at 10 µM; 310,000 tested, 0.63% active;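 active = plate-corrected calcium response at least 3 library SD above typical, normal starting fluorescence, not activating the receptor alone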;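 also: compound read alongside a low EC10 to EC30 dose of BAM8-22 agonist; peak minus trough fluorescence over baseline measured at the second addition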
TRPC6 inh: mouse TRPC6 channel inhibitors, primary screen, cell-based, HEK293, membrane potential dye; AID 2553, 2010; B-score at 10 µM; Short transient receptor potential channel 6 (Mus musculus), Q61143; 310,000 tested, 1.1% active; ACh-evoked depolarization; hits give low values;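 active = B-score under library mean minus 3 SD, initial fluorescence not abnormally high, positive integrated signal ratio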;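 also: B-score derived from integrated fluorescence ratio over the kinetic read; more negative B-score means stronger inhibition of depolarization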
TMEM16A inh: TMEM16A chloride channel inhibitors, primary screen, cell-based, HTS; 310,000 tested, 1.2% active; HEK293 TMEM16A/YFP iodide influx fluorescence, ionomycin; normalized B-score (activity score, 25-100; higher = stronger inhibition) at 10 µM; AID 588511, 2011;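 active = ratio plate-corrected score three or more library SD toward inhibition, starting fluorescence score within five deviations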;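 also: score derived from kinetic fluorescence span divided by baseline fluorescence per well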
RGS4 block: RGS4 inhibitors, primary screen, cell-based, HEK293 M3R inducible RGS4, calcium flux; Fluo-4 calcium flux; hits give high values; triggered by carbachol at its EC20; AID 463165, 2010; B-score at 10 µM; Regulator of G-protein signaling 4 (Homo sapiens), P49798; 310,000 tested, 0.45% active;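 active = B-score, a plate-corrected calcium signal, over three deviations above library mean, with baseline fluorescence within five deviations of library mean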;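 also: RGS4 expression induced by doxycycline in cells with stable M3 receptor; B-score is computed from the integrated fluorescence ratio over baseline after carbachol; higher B-score means a larger calcium signal and so more RGS4 inhibition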
TRPC4 potent: positive allosteric modulators of TRPC4, primary screen, cell-based, mouse TRPC4beta, HEK293 mu-opioid, Fluo-4 calcium; Short transient receptor potential channel 4 (Mus musculus), Q9QUQ5; DAMGO EC20, Fluo-4 Ca2+ flux; hits give high values; B-score at 10 µM; 310,000 tested, 0.42% active; AID 2227, 2009;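 active = B-score of calcium response area above 5 SD of library B-scores, with initial fluorescence ratio within 5 SD of library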;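 also: B-score of integrated fluorescence ratio over time as area under calcium response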
TRPC6 act: mouse TRPC6 channel activators, primary screen, cell-based, HEK293, membrane potential dye; Short transient receptor potential channel 6 (Mus musculus), Q61143; HEK293-TRPC6 membrane potential dye fluorescence; hits give high values; B-score at 10 µM; 310,000 tested, 0.13% active; AID 2550, 2010;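 active = B-score of the integrated fluorescence ratio above library mean plus 3 SD, and starting fluorescence ratio within library mean plus 5 SD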;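 also: higher score means more depolarization so channel activation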
* marks the source's active call; other numbers are inactive results; i = inactive; / = not tested or not shown. Random draw from the library. Share with any hit: about 5.8%.

Sample of the layout (two entries):
SMILES | MrgX1 ag | MrgX1 antag | TRPC4 act | TRPC4 inh | TMEM16A act | MrgX1 PAM | TRPC6 inh | TMEM16A inh | RGS4 block | TRPC4 potent | TRPC6 act
CC(C)c1ccc(OCC(=O)N2CCc3ccccc3C2)cc1 | i | i | i | i | i | i | i | i | i | i | i
CCOC(=O)N1CCc2c(sc(NC(C)=O)c2C(N)=O)C1 | i | i | i | i | i | i | i | i | i | i | i

This part in full, repeating the preview:
SMILES | MrgX1 ag | MrgX1 antag | TRPC4 act | TRPC4 inh | TMEM16A act | MrgX1 PAM | TRPC6 inh | TMEM16A inh | RGS4 block | TRPC4 potent | TRPC6 act
CC(C)c1ccc(OCC(=O)N2CCc3ccccc3C2)cc1 | i | i | i | i | i | i | i | i | i | i | i
CCOC(=O)N1CCc2c(sc(NC(C)=O)c2C(N)=O)C1 | i | i | i | i | i | i | i | i | i | i | i
[O-][n+]1ccccc1SC/C=C/c1ccccc1 | i | i | i | i | i | i | i | i | i | i | i
Cc1c(C)c2cc(Cl)c(O)c(CN3CCCCC3)c2oc1=O | i | i | i | i | / | i | i | i | i | i | i
Cc1cc(C)nc(SCCn2c(N(C)Cc3ccccc3)nc3c2c(=O)n(C)c(=O)n3C)n1 | i | i | i | i | i | i | i | i | i | i | i
CC(=O)Nc1ccc(C2C(=O)c3ccccc3C2=O)cc1 | i | i | i | i | i | i | i | i | i | i | i
Cc1ccc(SCCC(=O)NCc2ccco2)cc1 | i | i | i | i | i | i | i | i | i | i | i
CN(C(=S)Nc1ccc(Oc2ccccc2)cc1)c1ccc(O)cc1 | i | i | i | i | i | i | i | i | i | i | i
COc1ccc(NS(=O)(=O)c2cc(C)ccc2NC(=O)c2cc(C)oc2C)cc1 | i | i | i | i | i | i | i | i | i | i | i
CCCCn1c(N)c(N(CC(C)C)C(=O)C2=NN(c3cc(C)ccc3C)C(=O)CC2)c(=O)[nH]c1=O | i | i | i | i | i | i | i | i | i | i | i
COc1ccc(-c2noc(CN(C)C(=O)c3ccco3)n2)cc1 | i | i | i | i | i | i | i | i | i | i | i
Cc1nc(N)nc(-c2ccccc2O)n1 | i | i | i | i | i | i | i | i | i | i | i
COc1ccc(OC)c(NC(=S)NCCCN2CCOCC2)c1 | i | i | i | i | i | i | i | i | i | i | i
CCn1c(SCc2nc3ccccc3[nH]2)nnc1-c1cnccn1 | i | i | i | i | i | i | i | i | i | i | i
O=C(CCS(=O)(=O)c1ccc(Cl)cc1)Nc1nc(-c2ccncc2)cs1 | i | i | i | i | i | i | i | i | i | i | i
COc1cc(OC)cc(C(=O)NC(=S)Nc2ccc3c4c(cccc24)CC3)c1 | i | i | i | i | i | i | i | i | i | i | i
C=CCNC(=O)c1oc2ccc(S(=O)(=O)N3CCCCC3)cc2c1C | i | i | i | i | i | i | i | i | i | i | i
Cc1cn2c(N)c(/C=C3\C=Nc4ccccc43)c(=O)nc2s1 | i | i | i | i | i | i | i | i | i | i | i
Cc1ccc(S(=O)(=O)N2CCN(C(=O)C(C)Cn3nc(C)c(C)c3C)CC2)cc1 (stereo not given) | i | i | i | i | i | i | i | i | i | i | i
CCCc1nc2sc3c(SCC(=O)NCc4ccco4)ncnc3c2c2c1CCC2 | i | i | i | i | i | i | i | i | i | i | i
COc1cccc(C(=O)Oc2c(Br)cc(Br)cc2/C=N/NC(=O)c2cc(C)[nH]n2)c1 | i | i | i | i | i | i | i | i | i | i | i
CCCc1nnc(NC(=O)CCC(=O)N2CCCCC2)s1 | i | i | i | i | i | i | i | i | i | i | i
CC(C)c1ccc(NC(=O)CCC(=O)NCc2ccco2)cc1 | i | i | i | i | i | i | i | i | i | i | i
CCOC(=O)CSc1ncnc2c1cnn2-c1ccc(C)cc1 | i | i | i | i | i | i | i | i | i | i | i
O=C(C1COc2ccccc2O1)N1CCN(c2ccccc2)CC1 (stereo not given) | i | i | i | i | i | i | i | i | i | i | i
C=C(C)CN1C(=O)C2(OCCO2)c2ccccc21 | i | i | i | i | i | i | i | i | i | i | i
Cc1ccc(S(=O)(=O)N(Cc2ccc(F)cc2)C(=O)N2CCN(C)CC2)cc1 | i | i | i | i | i | i | i | i | i | i | i
Cc1ccccc1OCC(O)Cn1c(NCc2ccccc2)nc2c1c(=O)[nH]c(=O)n2C (stereo not given) | i | i | i | i | i | i | i | i | i | i | i
Cc1cc2c(NCc3ccccc3)ncnc2s1 | i | i | i | i | i | i | i | i | i | i | i
COc1ccccc1CNS(=O)(=O)CC12CCC(CC1=O)C2(C)C (stereo not given) | i | i | i | i | i | i | i | i | i | i | i
Cn1cnc([N+](=O)[O-])c1SCC(=O)NN | i | i | i | i | i | i | i | i | i | i | i
O=C(NCC(c1cccs1)N1CCOCC1)c1cn(-c2ccccc2)nc1-c1ccc(Cl)cc1 (stereo not given) | i | i | i | i | i | i | i | i | i | i | i
CCN(CC)CCNC(=O)CCn1c(=S)[nH]c2cc3c(cc2c1=O)OCO3 | i | i | i | i | i | i | i | i | i | i | i
Brc1ccc2ncnc(NCc3ccco3)c2c1 | i | i | i | i | i | i | i | i | i | i | i
CC/C(C)=N\NC(=O)CNC(=O)c1ccc(Cl)cc1Cl | i | i | i | i | i | i | i | i | i | i | i
O=C(N=Nc1c(O)[nH]c2ccccc12)c1ccccc1NS(=O)(=O)c1cccs1 | i | i | i | i | i | i | i | i | i | i | i
CC(=O)OCCN1C(=O)c2cccc3cc([N+](=O)[O-])cc(c23)C1=O | i | i | i | i | / | i | i | i | i | i | i
CCOC(=O)C1=C(C)Nc2sc(C(=O)c3ccc(OC)cc3)c(N)c2C1c1ccc(C(=O)OC)cc1 (stereo not given) | i | i | i | i | i | i | i | i | i | i | i
COc1ccc(NC(=O)CN(C)C(=O)CNC(=O)c2ccc3c(c2)OCO3)cc1 | i | i | i | i | i | i | i | i | i | i | i
CC(C(=O)N1CCCCCC1)N(c1ccc(Cl)cc1)S(C)(=O)=O (stereo not given) | i | i | i | i | i | i | i | i | i | i | i
CC(=O)c1csc(-c2ccccc2)n1 | i | i | i | / | i | i | i | i | i | i | i
Cc1occc1C(=O)NC1CCCc2ccccc21 (stereo not given) | i | i | i | i | i | i | i | i | i | i | i
O=C(c1ccc(-c2cccc(Cl)c2)o1)N1CCN(c2ccc([N+](=O)[O-])cc2)CC1 | i | i | i | i | i | i | i | i | i | i | i
O=[N+]([O-])c1ccc(S(=O)(=O)Nc2ncccn2)cc1 | i | i | i | i | i | i | i | i | i | i | i
CCCCOC(=O)c1cc(C)nc2ccc(Br)cc12 | i | i | i | i | i | i | i | i | i | i | i
CC(=O)Oc1ccc(-c2ccc(C(=O)OCC(=O)N(C)CC(=O)Nc3ccccc3Cl)cc2)cc1 | i | i | i | i | i | i | i | i | i | i | i
Cn1c(C(=O)NCc2ccc3c(c2)OCO3)cc2sccc21 | i | i | i | i | i | i | i | i | i | i | i
C=CCc1cccc2cc(NC(C)=O)c(=O)oc12 | i | i | i | i | i | i | i | i | i | i | i
C[n+]1ccccc1Nc1cc([N+](=O)[O-])ccc1N | i | i | i | i | i | i | i | i | i | i | i
O=C(c1ccccc1)N1CCN(CC(O)Cn2ccc3ccccc32)CC1 (stereo not given) | i | i | i | i | i | i | i | i | i | i | i
CCC(CC)NC(=O)COn1nnc2ccc(S(=O)(=O)N3CCOCC3)cc21 | i | i | i | i | i | i | i | i | i | i | i
COC(=O)c1ccc2c(c1)C(C)(C)C(/C=C/c1ccc(OC)c(OC)c1OC)=[N+]2C | i | -6.53* | i | i | i | i | -9.55* | i | i | i | i
CCc1ccc(NC(=O)N(CCOC)C2CCN(C(C)=O)CC2)cc1 | i | i | i | i | i | i | i | i | i | i | i
COc1ccc(CNC(=O)C(C#N)c2nc3ccccc3nc2N2CCN(C)CC2)cc1 (stereo not given) | i | i | i | i | i | i | i | i | i | i | i
CC(NC(=O)c1ccco1)c1nc(-c2ccccc2)no1 (stereo not given) | i | i | i | i | i | i | i | i | i | i | i
CC(C)c1ccc(/C=N/NC(=O)c2cc(-c3cccc([N+](=O)[O-])c3)n[nH]2)cc1 | i | i | i | i | i | i | i | i | i | i | i
O=C(NCc1ccccc1Cl)c1cc2c(s1)CS(=O)(=O)C2 | i | i | i | i | i | i | i | i | i | i | i
COc1ccccc1NC(=O)CC1SC(=N)N(c2ccccc2)C1=O (stereo not given) | i | i | i | i | i | i | i | i | i | i | i
Cc1ccc(C(=O)N2CCN(c3ccc(NC(=O)c4cccnc4Cl)cc3)CC2)cc1 | i | i | i | i | i | i | i | i | i | i | i
NC(=S)Nc1nc2ccccc2[nH]c1=O | i | i | i | i | / | i | i | i | i | i | i

Next structures follow.
SMILES | MrgX1 ag | MrgX1 antag | TRPC4 act | TRPC4 inh | TMEM16A act | MrgX1 PAM | TRPC6 inh | TMEM16A inh | RGS4 block | TRPC4 potent | TRPC6 act
CCC(Br)C(=O)Nc1ccc(OC)cc1 (stereo not given) | i | i | i | i | i | i | i | i | i | i | i
S=c1[nH]c(-c2ccccc2)cn1/N=C/c1cccc2ccccc12 | i | i | i | / | i | i | i | i | i | i | i
Cc1ccc(C2C(C(=O)c3cc4ccccc4o3)=C(O)C(=O)N2CCN2CCOCC2)o1 (stereo not given) | i | i | i | i | i | i | i | i | i | i | i
O=C(CCn1c(=O)c2ccccc2n(Cc2cccnc2)c1=O)NCc1ccc2c(c1)OCO2 | i | i | i | i | i | i | i | i | i | i | i
O=S1(=O)CCOC[C@H](CC2CCCCC2)N1Cc1ccc(Cl)cc1 | i | i | i | i | i | i | i | i | i | i | i
